Screening results: PubChem, several laboratories
p97 ATPase inh – inhibitors of human p97 ATPase; P55072; recombinant p97 ATPase, Kinase-Glo ATP luminescence, 3 h; inhibition, % at 8 µM; 0.42% of 220,000 active; AID 1481; in the data active means inhibition above about 15%;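 further: 0% = DMSO vehicle and 100% = wells lacking enzyme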
Target sequence (P55072 whole entry, looked up): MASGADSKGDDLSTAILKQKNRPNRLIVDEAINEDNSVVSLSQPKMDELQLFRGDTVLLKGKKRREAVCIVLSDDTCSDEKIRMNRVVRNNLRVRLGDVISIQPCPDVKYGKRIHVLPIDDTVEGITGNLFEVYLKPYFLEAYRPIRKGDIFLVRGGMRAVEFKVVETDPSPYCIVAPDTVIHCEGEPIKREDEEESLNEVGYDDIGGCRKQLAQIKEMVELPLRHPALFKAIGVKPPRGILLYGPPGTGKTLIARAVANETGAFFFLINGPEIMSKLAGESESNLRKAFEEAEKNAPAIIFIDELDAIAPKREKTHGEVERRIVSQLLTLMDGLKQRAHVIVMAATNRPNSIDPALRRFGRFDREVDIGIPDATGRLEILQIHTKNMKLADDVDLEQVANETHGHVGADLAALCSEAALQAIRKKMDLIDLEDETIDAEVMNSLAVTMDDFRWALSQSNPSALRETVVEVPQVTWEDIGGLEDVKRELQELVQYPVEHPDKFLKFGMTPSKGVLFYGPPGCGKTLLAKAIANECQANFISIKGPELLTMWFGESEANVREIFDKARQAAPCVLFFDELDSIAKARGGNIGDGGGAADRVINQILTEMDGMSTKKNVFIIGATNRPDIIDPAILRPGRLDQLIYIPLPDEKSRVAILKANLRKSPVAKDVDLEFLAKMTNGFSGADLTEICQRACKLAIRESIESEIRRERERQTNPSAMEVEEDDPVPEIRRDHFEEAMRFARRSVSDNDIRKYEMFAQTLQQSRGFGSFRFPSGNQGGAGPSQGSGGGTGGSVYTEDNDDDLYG
FXIIa inh 1536 – factor XIIa (human) inhibition. P00748. purified FXIIa, Boc-QGR-AMC fluorogenic substrate, 2 h. inhibition, % at 5 µM. 0.3% of 220,000 active; in the data active means inhibition above about 40%;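 further: 0% = enzyme with no compound and 100% = blank without enzyme; many of its hits are not listed in these tables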
KLK5 inh – blocks human kallikrein 5 protease activity; Q9Y337; recombinant hK5, fluorogenic AMC substrate cleavage; inhibition, % at 5 µM; 0.59% of 210,000 active; AID 873;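 active means inhibition of 40% or more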;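 further: 0% = enzyme controls without compound and 100% = no-enzyme blanks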
Rad51 HR inh – blocks human Rad51 in homologous recombination; hRad51 DNA strand exchange, fluorescence dequenching; 0.085% of 200,000 active; inhibition, % at 10 µM;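 active means inhibition above 40% at the single screening dose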;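 further: 0% = DMSO control wells and 100% = blanks with heterologous ssDNA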
Target sequence (Q06609 whole entry, looked up): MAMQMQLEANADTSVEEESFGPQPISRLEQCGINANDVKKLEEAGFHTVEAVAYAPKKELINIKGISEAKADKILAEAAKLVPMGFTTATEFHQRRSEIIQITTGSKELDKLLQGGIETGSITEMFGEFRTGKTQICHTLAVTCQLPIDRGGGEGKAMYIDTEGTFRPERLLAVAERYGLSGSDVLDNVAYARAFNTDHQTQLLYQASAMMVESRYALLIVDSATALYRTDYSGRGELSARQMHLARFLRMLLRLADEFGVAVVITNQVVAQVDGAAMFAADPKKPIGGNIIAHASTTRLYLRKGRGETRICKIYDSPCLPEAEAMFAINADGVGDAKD
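Test system – preformed human Rad51 ssDNA filaments · Reagent – Donor/quencher-labelled 47-bp dsDNA substrate · Incubation – 37 °C 15-min filament assembly, 30-min compound preincubation, 15-min exchange · Signal – FRET fluorescence dequenching, excitation 485 nm, emission 520 nm · Read-out – percent inhibition from fluorescence, normalised to plate control and blank means · Benchmarks – plate control and blank wells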
14-3-3 Bad inh – disrupts binding of bovine 14-3-3 zeta to phospho-Bad peptide. P63103. TR-FRET 14-3-3zeta/Dy647-pBad peptide displacement, 1 h. inhibition, % at 21.7 µM. 0.71% of 220,000 active;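 active means inhibition above about 70%, limit read from the data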;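 further: 0% = full 14-3-3 plus peptide FRET controls and 100% = background without 14-3-3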
Mdm2 ligase inh – inhibitors of human Mdm2 E3 ubiquitin ligase; Q00987; cell-based MDM2 ubiquitination luciferase reporter, 2 h; 0 = plate control, 100 = twice control, blank-subtracted; signal enhancement, % at 5 µM; 0.11% of 210,000 active;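 active means signal enhancement of 30% or more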;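 further: luminescence tracks abundance of the self-degrading MDM2-luciferase fusion protein; higher signal means inhibition of MDM2 E3 ligase activity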
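Test system: stable mammalian line carrying autodegrading MDM2–luciferase fusion reporter; quantity: 2000 cells in each well; times: 4 h cell settling then 2 h compound exposure, 37 °C; detection: luminescence with SteadyLite reagent, 15 min at room temperature; evaluation: percent signal gain over controls, blank-subtracted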
eIF4E 4G PPI – inhibitors of eIF4E and eIF4G interaction in translation initiation; TR-FRET eIF4E-eIF4GI(517-606) binding, 2 h; inhibition, % at 21.7 µM; 0.37% of 220,000 active; AID 782;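 active means inhibition above about 30%, limit read from the data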;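 further: 0% = full FRET control wells and 100% = background wells lacking eIF4GI fragment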
Wee1 degr inh – inhibitors of human Wee1 degradation; HeLa Luc-Wee1K328M stability, luciferase luminescence; 100% = proteasome inhibitor MG132 effect; reporter increase, % at 5 µM; 1.2% of 220,000 active;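 active means activation above the mean of all tested compounds plus 3 SD, set per screening run, cut at about 8.8% in these data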;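 further: cells exposed to compound for 20 h before luminescence read; 0% = DMSO alone and 100% = MG132 at 30 µM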
FXIa inh – inhibitors of human coagulation factor XIa; P03951; purified FXIa, Boc-Glu-Ala-Arg-AMC fluorogenic substrate; inhibition, % at 5 µM; 0.14% of 220,000 active; AID 798;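 active means inhibition of at least 40%; inactive means inhibition below 40%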;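 further: fluorescence of freed AMC excited at 355 nm; 0% = enzyme without compound and 100% = no enzyme blank; many of its hits are not listed in these tables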
An asterisk follows results filed as active; i = inactive; nt = not tested or not shown; [ ] = dose if it differs, or a comment. Hits appear at their usual frequency. About 3.5% of those tested had a hit in this group.

SMILES | p97 ATPase inh | FXIIa inh 1536 | KLK5 inh | Rad51 HR inh | 14-3-3 Bad inh | Mdm2 ligase inh | eIF4E 4G PPI | Wee1 degr inh | FXIa inh
CCc1ccc(N2C(=O)/C(=C/c3cccs3)N(CC(=O)OC)C2=S)cc1 | 0 | 8 | -1 | 2 | 0 | 5 | -4 | -4 | -2
CCCCC(=O)Nc1sc2c(c1C(=O)OCC)CCC(C=O)=C2Cl | 0 | 11 | -9 | 0 | 2 | -5 | -15 | 0 | 7
CSc1ccccc1NC(=O)COc1ccc(Cl)cc1 | -1 | 13 | -12 | nt | -4[fluorescence artefact?] | -7 | 0 | 0 | 10
Nc1ncc(-c2ccc([N+](=O)[O-])cc2)cn1 | 5 | 5 | -1 | 5 | 9 | -3 | 6 | -2 | 4
C=CCN1C(=O)CSc2ccc(C(=O)OCC)cc21 | 0 | 4 | -7 | 0 | -3 | -5 | 7 | -2 | -10
COCCCNC(=O)CN(c1cc(C(F)(F)F)ccc1Cl)S(C)(=O)=O | -5 | 1 | -4 | nt | -7 | 0 | 2 | 10* | -6
O=C(/C=C/c1cccc([N+](=O)[O-])c1)N1CCN(C(=O)c2ccco2)CC1 | 2 | 14 | -7 | 4 | 7[fluorescence artefact?] | -13 | 0 | 1 | 5
CCN(CC)c1ccc2cc(C=O)c(=O)oc2c1 | 0 | 6 | -50 | i | 8 | -17 | 4 | 3 | 0
Cc1ccc(-n2cc(CNC(C)c3cnn(C)c3)c(-c3ccc(F)cc3)n2)cc1 (configuration not stated) | 1 | 5 | 0 | 2 | -7 | -6 | 1 | 7 | -4
CCOC(=O)CN1N=C(/C=C/c2ccc(C)cc2)CCC1=O | 0 | 6 | -4 | 11 | -4 | -20 | 5[fluorescence artefact?] | -1 | -8
Cc1cccc(/C=N/NC(=O)C(C)Nc2cccc3ccccc23)n1 (configuration not stated) | 12 | 9 | -10 | 2 | -9 | nt | -4[fluorescence artefact?] | -1 | -2
COC(=O)Cc1ccc(NC(=S)NC2CC2)cc1 | 2 | 5 | -1 | nt | -8 | -5 | -5 | -3 | -2
CC1SC(c2ccc(Cl)cc2Cl)NC1=O (configuration not stated) | -1 | 8 | -9 | 7 | -1 | 4 | 1 | -1 | 2
CN(CC(=O)O/N=C(\N)c1ccc([N+](=O)[O-])cc1)S(=O)(=O)c1ccccc1 | -5 | -2 | 31 | -8 | 7 | -25 | -2 | -3 | 31
O=C(NCCN1CCCC1)c1cc(-c2ccncc2)nc2ccc(S(=O)(=O)N3CCOCC3)cc12 | -2 | -6 | -19 | 2 | 5 | -13 | -6 | 0 | 0
CC(OC(=O)C1CC=CCC1C(N)=O)C(Cl)=C(Cl)Cl (configuration not stated) | -6 | 11 | -10 | 1 | -5[fluorescence artefact?] | -1 | 4 | -1 | 4
O=C(Nc1cccc(S(=O)(=O)N2CCCCC2)c1)c1ccc(S(=O)(=O)C(F)F)cc1 | 2 | 8 | -6 | 20 | -18 | -6 | 1 | 1 | 2
Cn1c(NCc2ccco2)nc2c1c(=O)n(Cc1ccc(Cl)c(Cl)c1)c(=O)n2C | 2 | 11 | -13 | -1 | -15 | -9 | 7 | 0 | -10
Cc1sc2nc[nH]c(=S)c2c1-c1ccccc1 | 0 | 12 | 1 | 3 | -11 | -5 | -3 | 0 | 2
CCC(C)[C@H](NC(=O)NCc1ccccc1)C(=O)O (some centres not stated) | 13 | 11 | -10 | -1 | -8 | -34 | 1 | -3 | -6
O=C1c2ccccc2C(=O)N1CSc1nnc(Nc2ccccc2F)s1 | 2 | 4 | -6 | -4 | 0 | -17 | 8 | -2 | 5
O=C(NCc1nc(-c2ccc(C(F)(F)F)cc2)no1)Nc1ccc(F)cc1F | 4 | 11 | 3 | -2 | 2 | -8 | -2 | -3 | 3
CCOC(=O)Cc1csc(NC(=O)Cc2ccccc2)n1 | 1 | 6 | 2 | -4 | -10 | -17 | -1 | 1 | -3
O=S(=O)(Nc1ccc(-c2cn3cccnc3n2)cc1)c1ccccc1 | 5 | 1 | -1 | 11 | -16 | -7 | 1 | -1 | -4
CC(CCc1ccccc1)NC(=O)/C=C/c1ccc(Cl)cc1 (configuration not stated) | -5 | 10 | -18 | 5 | -11 | -5 | -1[fluorescence artefact?] | 2 | 6

A second format for part of the listing above.
SMILES	p97 ATPase inh	FXIIa inh 1536	KLK5 inh	Rad51 HR inh	14-3-3 Bad inh	Mdm2 ligase inh	eIF4E 4G PPI	Wee1 degr inh	FXIa inh
CC1SC(c2ccc(Cl)cc2Cl)NC1=O (configuration not stated)	-1	8	-9	7	-1	4	1	-1	2
CN(CC(=O)O/N=C(\N)c1ccc([N+](=O)[O-])cc1)S(=O)(=O)c1ccccc1	-5	-2	31	-8	7	-25	-2	-3	31

Continued:
SMILES | p97 ATPase inh | FXIIa inh 1536 | KLK5 inh | Rad51 HR inh | 14-3-3 Bad inh | Mdm2 ligase inh | eIF4E 4G PPI | Wee1 degr inh | FXIa inh
CCN(CC)CCNc1nc(-c2ccc(OC(F)F)cc2)c(C)s1 | -2 | 8 | 4 | 14 | -15 | 7 | 2 | 3 | 0
CS(=O)(=O)N1CCN(c2ccccc2NC(=O)Cc2ccccc2)CC1 | 2 | 6 | 3 | 12 | -9 | 1 | -3 | -1 | -5
CCN1C(=O)c2cccc3c(NC(=O)C(C)(C)C)ccc1c23 | 2 | 16 | -15 | 10 | 3 | -19 | 4 | 2 | 5
O=C(c1ccco1)N1N=C(c2ccncc2)CC1(O)C(F)(F)F (configuration not stated) | 6 | 13 | -1 | -7 | -5 | -3 | 2 | -2 | 0
Cc1ccc(C(=O)OCC(=O)N2CCc3ccccc32)cc1 | 2 | 20 | -2 | -6 | -3[fluorescence artefact?] | -9 | 11[fluorescence artefact?] | 7 | 6
COCCn1c(-c2cccs2)nc2c(c(=O)c3ccccc3n2C)c1=O | 4 | 1 | 3 | 8 | 0 | -4 | -12 | 0 | -13
O=C(Cn1nnc(-c2cc(C(F)(F)F)cc(C(F)(F)F)c2)n1)NNC(=S)Nc1ccc(Cl)cc1 | 1 | 8 | -19 | 17 | -11 | -6 | 4 | -4 | 3
O=C(c1nc2ccccn2c1CN1CCN(c2ccccc2O)CC1)N1CCCC1 | 2 | 9 | 6 | -3 | -5 | 5 | 0 | -4 | -5
O=C(Cn1c(=O)sc2ccccc21)NCc1ccco1 | 4 | 10 | -20 | -16 | -1 | -10 | -3 | 2 | -2
COc1ccc(N2C(N)=NC(N)=NC23CCCC3)cc1 | 0 | 17 | 7 | -7 | 6 | 0 | 0 | 0 | 8
O=C(c1ccccc1)n1ccc2ccccc21 | 0 | 8 | 0 | 20 | -14 | -8 | -1 | -1 | 2
COC1=CC(=O)CC(C)C12Oc1c(Cl)c(OC)cc(OC)c1C2=O (configuration not stated) | 2 | 8 | -8 | 5 | 77* | nt | 4 | 2 | 11
Cc1cc(C)n2nc(SCc3cc(=O)oc4cc(C)c(C)cc34)nc2n1 | -2 | -11 | -8 | nt | -3 | 1 | -5 | -2 | -3
CC(Oc1ccc(Cl)cc1Cl)C(=O)Nc1cccnc1 (configuration not stated) | -4 | 29 | -3 | 1 | -2[fluorescence artefact?] | -9 | 1 | -2 | 21
CCOC(=O)/C(C#N)=C/c1cccc([N+](=O)[O-])c1 | 4 | 5 | 1 | nt | 0 | -3 | -2 | -2 | 10
COc1ccc([C@@H]2C[C@H]3CN(Cc4ccccc4OC)C(=O)[C@]34CCCN24)cc1C | 2 | 11 | 3 | -5 | -8 | 10 | -2 | -1 | -1
Cc1ccc(Nc2c(-c3cccnc3)nc3ccc(Br)cn23)cc1 | 3 | 1 | -4 | 11 | -19 | -5 | 4 | 0 | -4
OCCNCCOCCOc1ccccc1-c1ccccc1 | 1 | 11 | -20 | 1 | 7 | -6 | 5 | 1 | 5
CC(CC(=O)O)CC(=O)Nc1cccc([N+](=O)[O-])c1 (configuration not stated) | 5 | 20 | nt | -28 | -7 | -9 | 1 | -2 | 35
CCCCOc1ccc(N2C(=O)CC(N(O)c3ccccc3)C2=O)cc1 (configuration not stated) | -4 | 0 | -15 | 5 | nt | -23 | nt | 1 | -2
Nc1nc(N2CCN(c3ccccc3)CC2)n[nH]1 | 1 | 4 | -9 | 3 | 72* | 10 | 1 | -1 | -4
CC(=O)c1cccc(CN2CCN(C3CCCC3)C(CCO)C2)c1 (configuration not stated) | -1 | 7 | -1 | -5 | -4 | -3 | -4 | -1 | -5
CC(C)(C)c1cc(=O)[nH]c(SCc2ccccc2)n1 | -1 | 4 | -4 | 1 | -9 | -5 | 0 | -3 | 2
O=C(NCCCn1ccnc1)c1cc(S(=O)(=O)N2CCOCC2)ccc1F | 2 | 8 | -3 | -9 | -7 | -4 | -3 | -2 | 3
CCOC(=O)c1cc(-c2ccc(OC)cc2)n[nH]1 | 4 | 3 | -2 | 17 | -1 | -8 | 28 | -4 | -3
(more compounds)
SMILES | p97 ATPase inh | FXIIa inh 1536 | KLK5 inh | Rad51 HR inh | 14-3-3 Bad inh | Mdm2 ligase inh | eIF4E 4G PPI | Wee1 degr inh | FXIa inh
COC(=O)C1=C(O)/C(=C\c2ccc(CNS(=O)(=O)c3ccc(Cl)cc3)o2)N=C1C | 6 | 12 | -5 | nt | -22 | -10 | -7 | -1 | 7
CSc1ncc(CN2CCN(CCC(C)C)C(CCO)C2)cn1 (configuration not stated) | 2 | -1 | -6 | 7 | -2 | -24 | 1 | 0 | -6
C#CCSc1nnc(-c2ccc(O)cc2)o1 | -6 | 10 | 2 | nt | -2 | -14 | -2 | -1 | 8
CCCC(=O)Nc1cc(-c2cn3cccnc3n2)ccc1OC | 10 | 11 | -14 | -1 | -7 | -12 | -5 | 2 | -1
C=CCc1c(OC(C)=O)c2ccccc2n(C)c1=O | 6 | 13 | -3 | 7 | -7 | 2 | -2[fluorescence artefact?] | 3 | 7
CCNC(=S)N1CCN(CCN=CC2=C(O)CC(c3cccs3)CC2=O)CC1 (configuration not stated) | -5 | 13 | -11 | -3 | -2 | -12 | -7 | 1 | 1
Cc1sc(NC(=O)c2ccco2)c(CN2CCN(Cc3ccccc3)CC2)c1C | 0 | 3 | -3 | -6 | -1 | -5 | 0 | 1 | -1
COc1ccc(CC2(CO)CCN(C(=O)NCc3ccccc3)CC2)cc1 | 9 | 1 | 8 | -3 | -1 | -11 | 1 | -3 | -2
COc1ccc(Nc2nc(Cl)nc(Nc3ccc(OC)cc3OC)n2)c(OC)c1 | 4 | 6 | -5 | -39 | -2 | 5 | -2 | -2 | -3
COc1cc(-c2ncc3ccccn23)cc(OC)c1OC | 4 | 32 | -3 | nt | 73* | -12 | 6 | 0 | 17
CC12CN(C(=O)c3ccccc3Br)CC(C)(CN(C(=O)c3ccccc3Br)C1)C2=O | -3 | 9 | 0 | 11 | -5 | -6 | 1 | -2 | 8

Exported as tab-separated lines: entries from further up.
Compound	p97 ATPase inh	FXIIa inh 1536	KLK5 inh	Rad51 HR inh	14-3-3 Bad inh	Mdm2 ligase inh	eIF4E 4G PPI	Wee1 degr inh	FXIa inh
Cc1sc(NC(=O)c2ccco2)c(CN2CCN(Cc3ccccc3)CC2)c1C	0	3	-3	-6	-1	-5	0	1	-1
COC(=O)C1=C(O)/C(=C\c2ccc(CNS(=O)(=O)c3ccc(Cl)cc3)o2)N=C1C	6	12	-5	nt	-22	-10	-7	-1	7
COc1ccc(Nc2nc(Cl)nc(Nc3ccc(OC)cc3OC)n2)c(OC)c1	4	6	-5	-39	-2	5	-2	-2	-3
